# K1F lysis inhibition: inhibition of K1F phage lysis, E. coli UTI89, bacterial capsule biogenesis inhibitors, alamar blue (AID 488966). one-dose inhibition, % at 100 µM; IC50 in µM for titrated hits. 340,000 compounds, 0.02% hits. E. coli UTI89 K1F phage lysis, alamar blue, 2 h; higher % means a stronger effect;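 active = phage lysis inhibition, versus mean bacterial control, above a set limit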;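 also: capsule biogenesis inhibitors block K1F phage lysis so surviving cells raise fluorescence; higher fluorescence means more inhibition of phage lysis; actives were called in the ten point dose series up to 300 µM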
# WT yeast gro inh: growth inhibition of WT yeast, mitochondrial fusion screen; mitochondrial fusion phenotypic screen, WT strain; inhibition, % at 10 µM; 190,000 compounds, 2.1% hits; AID 1362; in the data active = inhibition above about 58%; tested in S. cerevisiae
# NS5 inhibitors: flavivirus cap methylation enzyme inhibition – biochemical, confirmation dose response, primary screen (AID 588689); Dengue-2 NS5 methyltransferase capping enzyme assay, biochemical; higher % means a stronger effect; inhibition, % at 25 µM, or IC50 in µM where a hit was titrated; 340,000 compounds, 0.3% hits; in the data active = a potency from the dose series
# Autophagy HCS: modulators of autophagy | MEF GFP-LC3 puncta imaging; test concentration mostly 10 µM | calls only at 10 µM (by protocol) | 190,000 compounds, 0.98% hits;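 active = percentage of spot-positive cells more than 3 SD above its plate mean, without a fluorescence outlier flag or 80% toxicity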;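 also: spot-positive cell cutoff set from DMSO-treated cells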
# NTR1 ag: agonists of NTR1, primary screen, imaging, U2OS cells, beta-arrestin-GFP, high content (AID 493036) | P30989 | NTR1-U2OS beta-arrestin-GFP spot imaging, agonist mode | activation, % at 20 µM | 330,000 compounds, 0.17% hits;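 active = activation at or above 40% of the spot to cytoplasm intensity ratio, with at least 20 cells analyzed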;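 also: 0% = DMSO without peptide and 100% = 100 nM NTR1 peptide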
# Target sequence (P30989 whole entry, looked up): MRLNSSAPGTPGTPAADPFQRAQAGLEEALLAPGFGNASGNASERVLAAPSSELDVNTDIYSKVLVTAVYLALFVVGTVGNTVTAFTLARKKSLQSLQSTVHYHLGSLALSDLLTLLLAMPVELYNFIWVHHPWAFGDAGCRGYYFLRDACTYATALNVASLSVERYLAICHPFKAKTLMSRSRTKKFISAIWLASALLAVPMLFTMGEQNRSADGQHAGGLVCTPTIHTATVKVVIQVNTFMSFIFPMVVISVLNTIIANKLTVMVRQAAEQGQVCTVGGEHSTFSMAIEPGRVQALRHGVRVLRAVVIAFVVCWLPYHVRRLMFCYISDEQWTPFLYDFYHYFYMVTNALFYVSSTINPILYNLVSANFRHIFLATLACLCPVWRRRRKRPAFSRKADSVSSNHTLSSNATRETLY
# LYP phosphatase: PTPN22 lymphoid phosphatase activity blockers – biochemical, fluorescence intensity, uHTS (AID 1779) | recombinant LYP phosphatase, fluorescence intensity; higher % means a stronger effect | one-dose inhibition, % at 11.5 µM; IC50 in µM for titrated hits | 290,000 compounds, 0.054% hits; in the data active = inhibition above about 50%;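 also: plate controls were vehicle with enzyme for no effect and no enzyme for full effect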
# AID2073: disruptors of CaV2.2 binding to Mint1 – biochemical, HTRF (AID 2073); 290,000 compounds, 0.19% hits; one-dose inhibition, % at 20 µM; IC50 in µM for titrated hits; HTRF protein-protein interaction, Mint1-CaV2.2; higher % means a stronger effect; in the data active = inhibition mostly above about 51%, no sharp cut-off; also: some results filed as inactive read as strong as hits
# GPR35 arrestin U2OS: inhibition of zaprinast-stimulated GPR35 beta-arrestin translocation – imaging, U2OS, beta-arrestin-GFP, zaprinast agonist, primary screen (AID 2058); 290,000 compounds, 0.052% hits; U2OS GPR35 beta-arrestin-GFP translocation imaging, zaprinast antagonism; higher % means a stronger effect; inhibition, % at 10 µM; hits with a dose series show IC50 in µM;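 active = inhibition of at least 50% with at least 30 cells and total cytoplasm GFP at most 10,000,000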
# RSV CPE inhibition: RSV antiviral activity via CPE protection, HEp-2 cells, primary 10 µM value included (AID 2391); one-dose CPE inhibition, % at 10 µM; IC50 in µM for titrated hits; 310,000 compounds, 0.13% hits; HEp-2 cells, RSV-induced CPE inhibition; higher % means a stronger effect; in the data active = a potency from the dose series; also: strong numbers were not always called active
# WT yeast gro inh mutant strain: second read-out of WT yeast gro inh, no call of its own (marks repeat the call); inhibition, %; mitochondrial fusion phenotypic screen, mutant strain inhibition
# Autophagy HCS cell loss 18 h: further read-out of Autophagy HCS, marked with its call; toxicity, %; measured here: cell loss, nuclei count;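 cell loss after 18 h compound exposure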
# NTR1 ag cell count 20 µM: further read-out of NTR1 ag, marked with its call; cell count; measured here: cell count, cytotoxicity flag
# * marks the source's active call; other numbers are inactive results; i = inactive; / = no result given; + = active, no number; [ ] = dose if it differs, or a comment.
canonical_smiles,K1F lysis inhibition,WT yeast gro inh,WT yeast gro inh mutant strain,NS5 inhibitors,Autophagy HCS,Autophagy HCS cell loss 18 h,NTR1 ag,NTR1 ag cell count 20 µM,LYP phosphatase,AID2073,GPR35 arrestin U2OS,RSV CPE inhibition
O=C1CSC(c2cccc(O)c2)N1Cc1ccccc1 (stereo not given),0.2%,/,/,-6.5%,/,/,0.6,107,-9.0%,10.5%,-5.3%,5.5%
CC(C)CCN1C(=O)c2ccc(C(=O)OCn3nnc4ccccc4c3=O)cc2C1=O,0.2%,-9.3,3.0,-1.6%,i,-1.7,0.7,87,1.0%,-3.1%,-11.2%,1.2%
O=C(NCCC1=CCCCC1)c1ccc(F)c(S(=O)(=O)N2CCOCC2)c1,-0.1%,3.0,8.0,-1.6%,i,2.7,-0.4,44,-6.2%,-1.8%,20.8%,-1.2%
CCOc1ncccc1C(=O)N(C)CC(=O)Nc1ccccc1SC,0.3%[50 µM],-0.8,-6.6,2.2%,i,5.4,1.5,60,-6.5%,15.8%,10.4%,1.1%
CC(=O)N[C@@H](C)C(=O)OC(C)C(=O)Nc1cccc([N+](=O)[O-])c1 (stereo not given in full),0.2%,-7.0,-11.1,-1.5%,i,-12.5,/,/,1.8%,-14.2%,-3.4%,/
CCc1ccc(-n2cccc2/C=C2/C(=N)N3C(=NC2=O)SN=C3S(C)(=O)=O)cc1,-0.1%,9.7,-3.6,-28.4%,i,16.6,2.9,71,1.0%,7.3µM*,-9.3%,2.4%
CCOc1ccc(NC(=O)c2c(NC(=O)CNCCN3CCOCC3)sc3c2CCC3)cc1,-0.2%,/,/,-5.9%,/,/,0.0,55,-2.7%,-3.2%,3.6%,-1.6%
O=C(Cn1c(-c2ccccc2)noc1=O)N1CCC(Cc2ccccc2)CC1,-0.3%,-4.4,1.1,-0.8%,i,-27.9,-1.3,41,-7.0%,8.3%,21.3%,0.3%
COc1ccccc1C(=O)Nc1c(C(=O)N2CCN(C)CC2)oc2ccccc12,0.2%,/,/,-7.1%,/,/,-1.0,49,-6.4%,4.3%,-3.6%,-0.8%
NC(=O)C1CCCN(C(=O)CCCNC(=O)c2ccc(Cl)cc2)C1 (stereo not given),-0.2%,/,/,-5.9%,/,/,-1.3,56,-7.6%,13.5%,-15.9%,1.2%
COCCCNC(=O)Nc1ccc(F)cc1F,0.2%,-5.5,-13.2,-10.5%,i,-10.1,-0.3,81,-11.4%,3.8%,8.9%,1.8%
CCc1nnc(NC(=O)CSc2ccc(-c3ccc(C)cc3)nn2)s1,0.5%,0.2,2.5,-2.2%,i,10.4,0.0,56,-5.4%,3.1%,8.6%,-1.4%
COc1cccc(CNC(=O)CCC2CCCN(C(=O)CCC(F)(F)F)C2)c1 (stereo not given),0.0%,6.5,10.4,-1.5%,i,3.1,-0.6,75,-11.8%,11.4%,-1.8%,1.0%
O=C(NCCCNC(=O)c1ccco1)c1ccc(Cl)cc1,0.1%,/,/,-6.7%,/,/,0.3,43,-1.1%,10.0%,4.3%,0.9%
O=C(COc1ccccc1)N1CCN(c2ccc([N+](=O)[O-])c(N3CCCCC3)c2)CC1,1.5%,8.8,9.0,0.7%,i,15.6,3.1,58,12.9%,-8.1%,0.7%,21.1%
Nc1nc(C(F)(F)F)cc(=O)n1N,-0.2%,-3.6,9.7,0.7%,i,13.7,-0.7,48,-2.4%,0.1%,-1.0%,0.6%
O=S(=O)(NCC1CCCO1)c1ccc2c(c1)OCCO2 (stereo not given),0.9%,-0.4,-5.9,5.7%,i,-9.5,-2.8,54,-2.5%,2.0%,19.1%,1.8%
CC1CCC(C(C)C)C(OC(=O)CSc2nccc(=O)[nH]2)C1 (stereo not given),1.8%,9.1,11.7,5.6%,i,29.9,1.3,81,-4.7%,-4.8%,12.2%,3.1%
O=C(CNC(=O)c1ccc(-c2ccccc2)cc1)Nc1ccc(S(=O)(=O)Nc2ncccn2)cc1,0.1%,/,/,9.2%,/,/,-0.7,62,-1.3%,3.9%,15.4%,0.8%
COc1ccc(C(CCNCc2ccc(N(C)C)cc2)C(C)C)cc1 (stereo not given),0.9%,/,/,-7.8%,/,/,5.7,51,-7.2%,-1.3%,14.3%,1.8%
CCOC(=O)c1sc(/N=C/N(C)C)c(C(=O)OCC)c1C,4.5%,5.3,-4.1,-2.4%,i,-6.9,-1.4,71,-3.0%,-8.8%,-4.4%,-0.8%
O=C(Nc1cccc(C(F)(F)F)c1)n1cc(-c2ccccn2)c(N2CCOCC2)n1,0.6%,77.1*,46.3*,-9.8%,i,-12.8,0.9,75,-4.1%,12.1%,0.6%,15.6%
COc1ccc(N2CC(NC(=O)N(C)CCC#N)CC2=O)cc1 (stereo not given),0.1%,-9.1,-7.8,1.7%,i,-5.5,2.2,54,-3.2%,6.8%,-3.4%,0.4%
Cc1nc2ccc(S(=O)(=O)Nc3ccccc3C)cc2s1,0.8%,0.1,-13.8,-2.0%,i,2.6,-0.3,67,-8.9%,-1.6%,10.7%,5.2%
COc1ccc(CC(=O)NCc2cccs2)cc1,0.1%,-0.8,-9.4,-6.3%,i,13.8,-1.7,65,-4.0%,-3.8%,-2.0%,3.0%
CN(CC(=O)Nc1cccc(S(=O)(=O)N2CCOCC2)c1)CC(=O)Nc1ccc(Cl)c(C(F)(F)F)c1,-1.1%[50 µM],/,/,-7.2%,/,/,6.3,63,/,/,/,13.6%
CCNC(=O)NC1(C(=O)N2CCC(Cc3ccccc3)CC2)CCCCC1,0.1%,/,/,-5.4%,/,/,1.7,56,-7.1%,-1.5%,-0.9%,-0.4%
CC(C)c1nc(SCC(=O)Nc2ccc(N3CCOCC3)cc2)c2ccccc2n1,0.4%,-14.1,-0.4,14.6%,i,-3.1,-0.4,76,-5.2%,-5.5%,-5.5%,0.8%
O=C(NCC1COc2ccccc2O1)c1ccc(NC(=O)c2ccco2)cc1 (stereo not given),0.4%,-16.8,-8.0,-2.1%,i,-8.3,-0.8,62,-1.1%,-4.1%,-3.0%,3.9%
CC(C)C(OC(=O)CN1C(=O)COc2ccccc21)C(=O)NC1CCCCC1 (stereo not given),0.1%,/,/,-1.6%,/,/,-0.3,46,-11.2%,7.3%,-0.5%,1.1%
Cc1occc1-c1nnc(SCC(=O)N2CCOCC2)n1CC(C)C,4.5%,-6.8,10.0,-9.9%,i,11.4,-1.4,71,-5.2%,-1.3%,7.6%,1.6%
O=C(C1=C(O)C(=O)N(c2ncccn2)C1c1ccc(Cl)cc1)c1ccco1 (stereo not given),0.0%,6.8,-7.3,-8.2%,i,12.6,1.7,45,1.2%,32.4%,-6.3%,1.0%
O=C(CCn1c(SCC(=O)c2ccccc2)nc2ccccc2c1=O)NCc1ccc(F)cc1,0.2%,4.5,-13.2,2.3%,i,4.3,1.2,61,-10.4%,10.6%,5.2%,2.5%
CCOc1ccc(-n2c(=O)c3sccc3n(CC(=O)NC3CCCCC3)c2=O)cc1,1.8%,/,/,-3.3%,/,/,-1.3,43,-10.1%,0.9%,-4.1%,-0.1%
Cc1noc(C)c1CSCC(=O)N(C)CC(=O)Nc1ccccc1Br,0.4%[50 µM],/,/,6.5%,/,/,-1.1,47,/,/,/,0.1%
Nn1cnnc1SCC(=O)Nc1ccc(C2CCCCC2)cc1,4.2%,16.3,-4.3,-6.5%,i,-14.6,-0.7,40,-7.9%,-7.5%,23.6%,6.0%
N#CC1=C(N)Nc2ncnn2C1c1ccc(F)cc1 (stereo not given),1.0%[50 µM],15.5,12.4,-3.2%,i,5.4,5.6,50,-4.8%,1.0%,-5.5%,0.3%
COc1cc(C(=S)N2CCOCC2)cc(OC)c1OC(=O)c1ccc(C)cc1,1.1%,/,/,-3.1%,/,/,0.6,76,-15.9%,5.1%,-3.8%,-0.1%
Cc1cc(OCc2nc(-c3cccnc3)no2)c(C)cc1Br,0.0%,-18.4,15.4,-2.1%,i,1.8,7.4,43,0.4%,3.5%,-9.6%,-0.6%
Cc1nc2c(C#N)c[nH]n2c(=O)c1Cc1ccccc1,0.6%,0.3,-18.2,0.3%,i,13.5,0.7,58,-0.7%,1.9%,6.8%,-0.1%
O=C(Cn1c2ccccc2c(=O)c2ccccc21)N/N=C/c1cc([N+](=O)[O-])ccc1N1CCCCCC1,0.6%,-9.0,-17.8,-6.3%,+,14.2*,-1.2,110,-1.9%,19.9%,18.3%,0.0%
O=C(C1=C[C@H](C2CC2)C[C@H](OCc2ccc(CO)cc2)O1)N1CCN(Cc2ccccc2)CC1,-0.7%,0.6,-4.3,-0.8%,i,18.0,2.0,38,-8.1%,5.0%,-7.2%,1.2%
CCS(=O)(=O)N1CCC(C(=O)Nc2cccc(C(C)=O)c2)CC1,0.3%,-23.1,-10.3,0.0%,i,-2.3,-2.5,73,-2.4%,4.0%,-7.1%,0.9%
CC(=O)N1CCN=C1SCc1ccc(C(F)(F)F)cc1,0.3%,/,/,3.7%,/,/,-1.4,45,1.5%,-8.4%,-18.1%,0.1%
c1ccc(CNc2c3ccccc3nc3ccccc23)cc1,0.6%,/,/,4.5%,/,/,12.2,89,-3.0%,0.7%,1.3%,7.2%
Fc1cc(Br)ccc1COc1ccc(-c2nnco2)cc1,0.2%,/,/,5.2%,/,/,1.0,56,-5.5%,4.5%,5.8%,0.4%
O=C(Oc1ccccc1N1C(=O)C2CCCCC2C1=O)c1ccccc1F (stereo not given),1.3%[50 µM],-1.2,11.2,-3.3%,i,20.5,3.9,61,-2.8%,-3.4%,-2.1%,1.8%
O=C(COC(=O)c1ccccc1Cc1ccccc1)Nc1ccc(SC(F)F)cc1,0.0%[50 µM],70.5*,2.4*,-3.9%,i,12.6,/,/,-2.9%,1.1%,-10.5%,2.1%
c1n[nH]c(SCCCCSc2ncn[nH]2)n1,0.1%,-6.2,7.1,4.5%,i,-6.3,-0.1,47,-3.4%,-10.2%,-14.3%,2.1%
CCOc1ccc(C(C(=O)NCC2CCCO2)N(Cc2cccc(OC)c2)C(=O)c2snc(C(N)=O)c2N)cc1 (stereo not given),-0.5%,/,/,9.1%,/,/,0.0,46,-5.8%,-5.0%,3.5%,1.4%
Cn1c(=O)c(Sc2ccccc2)c(O)c2ccccc21,0.0%,/,/,4.6%,/,/,0.1,48,-5.0%,15.2%,0.9%,2.1%
CC1CN(C)C(C)CC1NCc1ccc2c(c1)OCO2 (stereo not given),7.0%,-1.2,4.4,-2.4%,i,6.3,-0.8,55,-10.9%,-1.4%,-0.3%,-0.1%
CC(Oc1ccc(F)cc1F)C(=O)/C=C/N(C)C (stereo not given),6.3%,-10.8,-0.2,-3.4%,i,7.5,-0.7,69,0.0%,4.2%,-1.4%,0.4%

# Screening data as filed in PubChem.

# No enrichment for hits; about 2.6% have a hit in one of these screens.
